Fam108B inh: mouse Fam108B serine hydrolase inhibitors, primary screen, counter-screen for RBBP9 inhibitor project, biochemical, fluorescence polarization; recombinant Fam108B, FP-Rh probe fluorescence polarization; inhibition, % at 9.51 µM; 300,000 compounds, 0.33% hits;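 active means inhibition above the screen mean inhibition plus 3 SD, computed separately per campaign, cut at about 18% in these data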;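 further: inhibitors lower polarization as less probe binds the enzyme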
PAFAH2 FP inh: PAFAH2 enzyme inhibitors, primary screen, biochemical, fluorescence polarization, human | inhibition, % at 3.39 µM | 340,000 compounds, 0.99% hits | AID 492956, 2010 | recombinant PAFAH2, FP-rhodamine activity probe | Platelet-activating factor acetylhydrolase 2, cytoplasmic (Homo sapiens), Q99487;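 active means inhibition above the mean over all tested compounds plus 3 SD, cut at about 30% in these data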;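 further: inhibitors block probe labeling of enzyme so polarization drops; 0% = enzyme with DMSO and 100% = wells lacking PAFAH2 protein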
PME-1 inh: PME-1 inhibitors via competitive probe labeling, primary screen, biochemical, fluorescence polarization, FP-Rh probe, HTS; Protein phosphatase methylesterase 1 (Homo sapiens), Q9Y570; recombinant PME-1; inhibition, % at 5.9 µM; 320,000 compounds, 0.53% hits; AID 2130, 2009;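 active means inhibition above the campaign mean of all compounds plus 3 SD, cut at about 26% in these data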;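 further: competitive labeling of PME-1 active site by serine hydrolase directed probe; 0% = PME-1 with DMSO and 100% = wells lacking PME-1 enzyme; inhibitors block probe labeling so polarization falls and inhibition rises; many of its hits are not listed in these tables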
Target sequence (Q9Y570 whole entry, looked up): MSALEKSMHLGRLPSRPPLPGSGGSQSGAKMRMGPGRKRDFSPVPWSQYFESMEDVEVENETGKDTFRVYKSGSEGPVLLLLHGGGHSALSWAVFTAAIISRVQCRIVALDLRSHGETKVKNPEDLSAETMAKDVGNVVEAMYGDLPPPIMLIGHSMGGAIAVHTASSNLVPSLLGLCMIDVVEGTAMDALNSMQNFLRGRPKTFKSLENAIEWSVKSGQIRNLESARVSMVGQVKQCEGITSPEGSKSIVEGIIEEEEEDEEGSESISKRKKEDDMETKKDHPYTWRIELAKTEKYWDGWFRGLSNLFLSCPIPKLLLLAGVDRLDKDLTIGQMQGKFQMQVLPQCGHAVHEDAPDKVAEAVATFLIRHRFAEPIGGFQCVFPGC
pPAFAH FP inh: pPAFAH enzyme inhibitors, primary screen, biochemical, fluorescence polarization, human. Platelet-activating factor acetylhydrolase (Homo sapiens), Q13093. recombinant pPAFAH, FP-rhodamine probe fluorescence polarization. inhibition, % at 3.39 µM. 330,000 compounds, 1.5% hits;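 active means inhibition above the mean inhibition across the screen plus 3 SD, cut at about 25% in these data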;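 further: inhibitors block binding of the rhodamine activity-based probe so polarization drops; 0% = enzyme with DMSO and 100% = wells lacking pPAFAH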
PAFAH1B2 FP inh: PAFAH1B2 enzyme inhibitors, primary screen, biochemical, fluorescence polarization, human; Platelet-activating factor acetylhydrolase IB subunit alpha2 (Homo sapiens), P68402; recombinant PAFAH1B2, FP-rhodamine activity probe; inhibition, % at 3.39 µM; 340,000 compounds, 1.2% hits; AID 492953, 2010;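 active means inhibition above the mean of all tested compounds plus 3 SD, cut at about 24% in these data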;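 further: 0% = enzyme with DMSO and 100% = wells lacking PAFAH1B2; many of its hits are not listed in these tables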
Target sequence (P68402 whole entry, looked up): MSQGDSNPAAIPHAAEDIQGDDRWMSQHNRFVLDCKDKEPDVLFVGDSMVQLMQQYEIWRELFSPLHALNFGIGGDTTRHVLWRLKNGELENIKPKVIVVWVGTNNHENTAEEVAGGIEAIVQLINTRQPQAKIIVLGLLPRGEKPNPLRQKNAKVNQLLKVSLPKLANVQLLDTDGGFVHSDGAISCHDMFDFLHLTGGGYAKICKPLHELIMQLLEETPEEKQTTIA
PAD4 inh: human PAD4 inhibitors, primary screen, biochemical, fluorescence polarization, 1536-well format | AID 485272, 2010 | 330,000 compounds, 0.41% hits | Protein-arginine deiminase type-4 (Homo sapiens), Q9UM07 | recombinant PAD4, RCA probe fluorescence polarization | inhibition, % at 6.36 µM;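 active means percent inhibition above a cutoff equal to the mean of all tested compounds plus 3 SD, cut at about 15% in these data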;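 further: 0% = PAD4 with RCA probe and DMSO and 100% = probe without PAD4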
PAFAH1B3 inh: PAFAH1B3 enzyme inhibitors, primary screen, biochemical, fluorescence polarization, human; 340,000 compounds, 0.28% hits; AID 492972, 2010; recombinant PAFAH1B3, FP-rhodamine probe; inhibition, % at 3.39 µM; Platelet-activating factor acetylhydrolase IB subunit alpha1 (Homo sapiens), Q15102;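 active means inhibition above the screen-wide average of all tested compounds plus 3 SD, cut at about 25% in these data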;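 further: 0% = enzyme with DMSO only and 100% = wells lacking PAFAH1B3 protein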
LYPLA1 counter: LYPLA1 inhibitors, primary screen, counter-screen for PME1 inhibitor project, biochemical, fluorescence polarization, FP-Rh probe ABPP; recombinant LYPLA1; inhibition, % at 5.9 µM; 320,000 compounds, 0.16% hits; AID 2174, 2009;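 active means inhibition above the mean of all tested compounds plus 3 SD, set per campaign, cut at about 14% in these data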;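 further: inhibitors block serine hydrolase probe labeling of LYPLA1 so polarization falls; 0% = enzyme with DMSO and 100% = wells lacking LYPLA1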
GSTO1 counter: inhibitors of recombinant GSTO1, primary screen, counter-screen for RBBP9 inhibitor project, biochemical, fluorescence polarization | activity-based probe fluorescence polarization | inhibition, % at 5.96 µM | 300,000 compounds, 1.1% hits | AID 1974, 2009;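 active means inhibition above the campaign mean inhibition plus 3 SD, cut at about 35% in these data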;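 further: 0% = GSTO1-1 with DMSO and 100% = wells lacking GSTO1-1 enzyme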
Target sequence (P78417 whole entry, looked up): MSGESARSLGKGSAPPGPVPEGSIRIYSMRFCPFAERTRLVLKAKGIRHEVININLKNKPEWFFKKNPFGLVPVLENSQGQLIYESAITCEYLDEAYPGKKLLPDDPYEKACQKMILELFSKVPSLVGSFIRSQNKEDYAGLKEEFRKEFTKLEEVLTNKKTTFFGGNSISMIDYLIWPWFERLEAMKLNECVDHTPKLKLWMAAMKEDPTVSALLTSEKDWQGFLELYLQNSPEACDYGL
An asterisk follows results filed as active; · = not tested or not shown. These rows are one share of the data. The share of hits here may be higher or lower than overall.

SMILES	Fam108B inh	PAFAH2 FP inh	PME-1 inh	pPAFAH FP inh	PAFAH1B2 FP inh	PAD4 inh	PAFAH1B3 inh	LYPLA1 counter	GSTO1 counter
COc1ccc(Nc2ccc([N+](=O)[O-])c3nonc23)c(OC)c1	1.5	5.6	8.7	-0.7	14.1	-9.9	7.2	1.7	15.1
CC1(C)CC(=NNC(=O)c2n[nH]c3c2CCC3)CC(C)(C)N1	3.2	-4.8	0.7	0.1	1.4	-6.0	3.3	-3.0	6.9
CC1(C)CN2C(=O)c3ccccc3C2(C)S1 (stereo not drawn)	5.5	4.0	-5.7	4.8	1.1	0.5	10.8	5.4	5.0
O=C(COc1ncnc2c(Cl)cc(Cl)cc12)NC1CCCCCC1	-0.6	1.7	1.0	-2.0	-1.1	-3.4	6.6	0.1	1.7
CCOC(=O)CSc1n[nH]c(NC(=O)CC)n1	-0.8	-3.2	0.4	1.6	-1.0	-3.0	10.3	0.6	-2.9
CSc1ccc(S(=O)(=O)NC2CCCCC2)cc1	-0.3	1.2	4.9	5.2	-1.1	-4.3	-2.7	2.7	5.4
CC[C@H](C)NC(=O)c1ccc(Cn2c(=S)[nH]c3c([nH]c4ccc(OC)cc43)c2=O)cc1	-9.2	-11.3	-4.1	-1.0	-1.5	0.0	3.8	-4.3	4.9
CN(C(=O)c1ccc(=O)n(Cc2ccc(Cl)cc2)c1)c1ccccc1	2.0	4.2	3.3	2.4	6.8	-0.1	5.3	1.2	-3.3
COc1ccc2nc(Cl)c(/C=N/Nc3ccccn3)cc2c1	-1.4	5.5	-6.7	7.9	-6.0	0.2	-0.3	0.8	6.7
O=S(=O)(c1ccc2c(c1)OCCO2)N1CCN(S(=O)(=O)c2c(F)cc(F)cc2F)CC1	·	1.1	·	0.1	-0.6	3.1	7.1	·	·
Cc1cc(C)cc(NS(=O)(=O)c2ccc(NC(=S)NC(=O)c3cccs3)cc2)c1	-44.0	-70.3	-60.3	-8.3	-17.5	-1.3	-26.1	-29.7	-13.9
COc1ccc(NC(=O)/C(=C\c2ccc(OS(=O)(=O)c3ccc(C)cc3)cc2)NC(=O)c2ccccc2)cc1	-12.4	-6.8	-7.1	-4.8	-4.6	2.1	-8.1	-8.1	-3.0
CCn1cc(/C=C(\NC(=O)c2ccc(OC)c(OC)c2)C(=O)NCCCO)c2ccccc21	-0.3	0.1	5.0	-0.6	2.7	-2.3	-2.1	-6.6	-2.3
CCOC(=O)c1csc(NC(=O)CN2CCN(C)CC2)n1	3.1	5.5	-0.4	4.9	0.6	0.3	-1.8	0.1	2.5
CCOc1ccc(NC(=O)CCCNC(=O)Cn2cnc3sc(C)c(C)c3c2=O)cc1	-0.9	-6.2	8.2	-2.4	3.5	3.5	2.1	1.5	5.5
Cc1ccc(S(=O)(=O)NCCNS(=O)(=O)c2ccccc2Br)cc1	·	3.1	·	-1.2	3.6	-5.5	3.2	·	·
Cc1ccc(-c2cc(C(=O)O)c3ccccc3n2)c(C)c1	3.0	-1.5	-3.2	-1.0	4.0	-0.6	3.8	2.1	3.1
COc1cccc(C2CC(=O)Nc3c2c(=O)[nH]c2ncnn32)c1 (stereo not drawn)	-0.8	3.8	3.8	0.8	0.2	-6.7	0.2	3.1	-20.4
CCOC(=O)C[C@H]1c2ccc(C(F)(F)F)cc2S(=O)(=O)N1Cc1ccccc1	1.1	-0.8	-6.8	-0.4	2.1	-4.1	2.2	2.7	4.9
CN(C)CC1CCCCC1OC(=O)/C=C/c1ccc(Cl)cc1Cl (stereo not drawn)	-1.3	4.3	4.9	2.1	5.0	-6.2	10.1	-2.9	-2.0
CCCCn1c(SCC(=O)N2c3ccccc3CCc3ccccc32)nc2c1c(=O)n(C)c(=O)n2C	-3.7	2.6	-1.0	0.3	-0.5	1.8	0.7	4.8	5.5
Nc1cc2c(cc1[N+](=O)[O-])OCCO2	-3.0	4.3	-7.6	-5.7	6.2	1.3	7.8	-1.3	1.9
Cc1ncc([N+](=O)[O-])n1CC(C)O (stereo not drawn)	-8.7	6.7	1.4	0.3	2.6	4.0	-2.9	-0.9	-1.4
Cc1cc(C(=O)NNc2c(Cl)cccc2Cl)no1	1.2	5.8	3.3	2.5	2.1	4.0	5.7	3.3	12.6
CCOC(=O)c1oc2ccc(CNC3CCCCC3)c(Cl)c2c1C	4.8	1.4	-1.1	-6.8	-4.8	0.3	2.8	0.8	0.8
CCN(CC(=O)NCC1CCCO1)S(=O)(=O)c1ccc2ccccc2c1 (stereo not drawn)	0.0	2.0	0.5	0.0	6.6	-3.3	-6.5	1.4	3.0
Cc1cc(=O)[nH]c(-n2[nH]c3c(c2=O)CCCC3)n1	0.4	2.1	-1.6	9.1	2.7	-5.2	13.7	-0.6	15.5
CCCCn1c(=O)c(CCC(=O)OCC(=O)Nc2ccc(C)c(Cl)c2)nc2ccccc21	-14.5	·	1.8	7.5	·	0.0	·	-3.7	-3.8
CCN(CC)c1ccc(NC(=O)c2cc3ccccc3o2)c(C)c1	3.6	-0.3	-4.0	11.3	1.2	-1.6	-0.6	-2.7	12.4
CCC(C)(C)NC(=O)C(c1cccs1)N(CC1CCCO1)C(=O)Cn1nnc2ccccc21 (stereo not drawn)	-0.9	6.2	-3.6	-2.0	4.2	-4.2	1.0	-3.0	0.7
O=C(CC1SC(=O)N(Cc2ccccc2Cl)C1=O)Nc1nccs1 (stereo not drawn)	-3.8	5.5	6.0	0.5	0.1	-2.9	-1.8	0.2	-4.5
Cc1ccccc1C(N)c1ccncc1 (stereo not drawn)	-4.1	-1.8	-6.3	2.2	3.3	-3.5	3.5	-0.9	4.8
CNC(=O)CSCc1cnn(-c2ccccc2)c1-n1cccc1	-3.7	3.5	-5.6	0.5	13.7	6.5	11.0	0.0	-5.6
CC(C)(C)NC(=S)NC(=O)C12CC3CCC(CC(C3)C1)C2	-1.2	0.3	2.8	2.4	1.9	-0.5	10.5	-0.4	-1.1
CNc1snc(C)c1C(=O)OCC(=O)NCc1ccccc1OC	·	5.9	·	-4.6	4.3	-1.9	-2.3	·	·
CC1(C)CC(=O)C=C(C(=O)NC2CCCc3c2cnn3-c2cc(F)cc(F)c2)O1 (stereo not drawn)	-0.2	-7.1	-0.1	0.3	2.8	-2.6	-4.4	-2.8	-0.2
Cc1ccc(CNC(=O)CSc2c3c(nc4cc(Cl)ccc24)CCCC3)o1	-4.5	-3.8	-6.3	4.6	5.7	-0.5	2.4	-3.8	-62.4
Fc1ccccc1N1CCN(Cc2cnc(Cl)s2)CC1	-3.9	2.6	-0.1	15.8	1.7	-2.3	6.6	-1.3	14.1
CC(C)C1CC(C(F)(F)F)n2nc(C(=O)O)cc2N1 (stereo not drawn)	1.8	4.8	2.3	0.6	10.5	-3.3	4.0	-1.6	3.2
CC(C)[C@H](NC(=O)c1ccc(Cl)c([N+](=O)[O-])c1)C(=O)NCc1ccc(F)cc1	3.0	-0.3	-0.5	11.9	-0.8	4.0	-10.6	-4.5	10.1
C[C@H](CO)N1C[C@H](C)[C@@H](CN(C)C(=O)Nc2ccc3c(c2)OCO3)Oc2c(NS(=O)(=O)c3ccc(F)cc3)cccc2C1=O	·	1.2	·	2.0	6.0	-3.4	1.1	·	·
Cc1onc(-c2ccccc2Cl)c1C(=O)Nc1ccc(Cl)cn1	2.4	5.4	-1.7	0.2	5.2	-1.6	4.7	0.5	-3.4
CCOC(=O)C1CCCN(C2CC(=O)N(c3cccc(C(F)(F)F)c3)C2=O)C1 (stereo not drawn)	-2.2	-5.1	-2.9	-3.2	-3.0	2.4	6.7	-1.0	2.8
Cc1ccc(NCC(=O)Nc2c(C)n(C)n(-c3ccccc3)c2=O)cc1S(=O)(=O)N(C)C	-2.9	-1.6	0.5	4.3	3.3	-0.4	3.9	0.3	15.7
COc1ccc(-c2nc(CS(=O)CC(=O)NCc3ccc(Cl)cc3)c(C)o2)cc1 (stereo not drawn)	3.7	0.7	0.1	3.0	5.7	-0.7	-6.4	-0.7	3.0
CCCc1nnc(NC(=O)CCC(=O)NC2CC2)s1	1.3	2.5	-3.5	3.0	3.9	0.8	10.6	-1.8	10.3
CCn1c(=O)n(CC)c2cc(S(=O)(=O)N3CCCCC3)c(C)cc21	0.6	3.6	-1.6	0.5	6.5	-0.6	-2.2	-4.5	-6.9
O=C(Cn1cc(C(F)(F)F)ccc1=O)Nc1ccc2c(c1)OCCO2	·	-4.4	·	0.4	1.3	-2.5	-1.1	·	·
Cc1nn(-c2ccccc2)c(Cl)c1C(=O)NCCCCNC(=O)c1c(C)nn(-c2ccccc2)c1Cl	-4.9	-11.0	3.1	6.1	3.9	0.6	6.2	2.8	-4.8
CC(C)OCCCNC1=C(Cl)C(=O)c2ccccc2C1=O	-1.5	·	-0.2	-1.0	·	-10.9	·	-1.6	63.9*

Next part, starting with the last two of the part before.
SMILES	Fam108B inh	PAFAH2 FP inh	PME-1 inh	pPAFAH FP inh	PAFAH1B2 FP inh	PAD4 inh	PAFAH1B3 inh	LYPLA1 counter	GSTO1 counter
Cc1nn(-c2ccccc2)c(Cl)c1C(=O)NCCCCNC(=O)c1c(C)nn(-c2ccccc2)c1Cl	-4.9	-11.0	3.1	6.1	3.9	0.6	6.2	2.8	-4.8
CC(C)OCCCNC1=C(Cl)C(=O)c2ccccc2C1=O	-1.5	·	-0.2	-1.0	·	-10.9	·	-1.6	63.9*
CC1CCCCN1C(=S)NC(=O)c1ccco1 (stereo not drawn)	·	-5.5	-1.8	4.0	-0.2	0.3	2.9	4.1	·
O=c1[nH]c2c(c(=O)n1Cc1ccccc1)CCC2	0.9	-4.3	-1.2	4.6	4.0	1.1	2.0	-2.7	4.6
CC(C)(C)c1nc(NC(=O)Nc2ccccc2)sc1Br	-20.4	-18.6	-12.3	-11.3	0.7	-5.3	-4.8	-10.1	-25.3
COc1cccc(-c2ccc(NC(=O)C3CCCN(CCCn4cccn4)C3)cc2)c1 (stereo not drawn)	-0.5	-0.7	1.5	13.9	6.9	-2.4	4.3	-2.3	-0.9
COCC(C)n1c(C)cc(C(=O)COC(=O)c2oc3ccccc3c2C)c1C (stereo not drawn)	0.5	5.6	-2.9	0.6	-3.1	-0.4	-3.8	-14.1	4.5
CN(C)S(=O)(=O)c1ccc(Cl)c(NC(=O)COC(=O)CCC(=O)c2cccs2)c1	10.0	-3.3	8.2	5.9	-4.5	3.0	6.3	0.0	-4.6
O=c1c2c(-c3cccs3)csc2ncn1-n1cccc1	-4.8	-2.3	1.5	8.8	4.4	-0.2	-1.8	0.0	4.1
Cc1ccc(CNC(=O)COC(=O)c2cc3c(s2)CCC(C)C3)cc1 (stereo not drawn)	-4.1	3.2	0.3	-0.8	-1.2	-3.8	5.9	0.7	0.2
